Bioassay records from PubChem.
SMN2 splice enh – qHTS Assay for Enhancers of SMN2 Splice Variant Expression; Potency, µM (titrated, usually from 46.1 µM), for inactives: at the highest dose activity change, positive = activation, most hits filed as activators; 2.8% of 210,000 active; HEK293 SMN2-luciferase splicing reporter, luminescence, 30-36 h; note: % of control where 0% means no effect; nearly all actives have a fitted effect of over 55% in size
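qHTS luciferase splicing reporter: luminescence rises when SMN2 exon 7 is included in transfected HEK293 cells. Compound exposure lasted 30-36 h at 37C, with 4.5 mM final sodium butyrate as control, followed by a ONE-Glo read.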
ALDH1A1 inh – qHTS Assay for Inhibitors of Aldehyde Dehydrogenase 1 (ALDH1A1) | Aldehyde dehydrogenase 1A1 (Homo sapiens), P00352 | AID 1030, 2008 | 7.3% of 220,000 active | Potency, µM (titrated, usually from 75.3 µM), without a hit: at the top dose activity, negative = inhibition, usual class: inhibitors | Purified ALDH1A1, NADH fluorescence, propionaldehyde substrate; active = well fitted inhibition curve with a large enough effect, not every such curve was filed as active; inconclusive = small, poorly fitted or top-dose-only effect, or another doubt; inactive = no such curve, though single readings can be large or run the other way;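 note: plate controls were no enzyme wells and a reference inhibitor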
GoLoco inh red – qHTS Assay for Inhibitors of RGS12 GoLoco Motif Activity (Red Fluorophore); Guanine nucleotide-binding protein G(i) subunit alpha-1 (Homo sapiens), P63096; Gai1:RGS12 GoLoco peptide FP, rhodamine, 10 min; Potency, µM (series often up to 61.6 µM), without a hit: top-dose activity, negative = inhibition, hits mostly inhibitors; 0.44% of 230,000 active; active = well fitted inhibition curve with a large enough effect, not every such curve was filed as active; inactive = no such curve, though single readings can be large or run the other way; note: % is set by controls: 0 for no effect and ±100 for the full control effect; nearly all actives have a fitted effect of over 30% in size; many of its hits are not listed in these tables
aGlu spleen mod – qHTS Assay for Inhibitors and Activators of Human alpha-Glucosidase From Spleen Homogenate. Lysosomal alpha-glucosidase (Homo sapiens), P10253. human spleen homogenate, 4-MU-alpha-glucoside fluorescence. Potency, µM (top dose mostly 79.9 µM), for the others: at the top dose activity change, negative = inhibition, usual class: inhibitors. 0.006% of 240,000 active. AID 2112, 2009;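 note: 0% = enzyme with vehicle and -100% = no enzyme basal signal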
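Compounds were titrated against alpha-glucosidase in spleen homogenate at pH 5.0, with 1 mM 4-methylumbelliferyl substrate for 40 min at 37 C. Reactions were quenched with pH 10 NaOH/glycine and fluorescence measured.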
KDM4E inh – qHTS Assay for Inhibitors of Human Jumonji Domain Containing 2E (JMJD2E); Potency, µM (doses to about 57.1 µM), for the others: at the highest dose activity change, negative = inhibition, usual class: inhibitors; Lysine-specific demethylase 4E (Homo sapiens), B2RXH2; JMJD2E catalytic domain, FDH-coupled NADH fluorescence (FDH is formaldehyde dehydrogenase); 1.6% of 230,000 active; active = well fitted inhibition curve with a large enough effect, not every such curve was filed as active; inconclusive = small, poorly fitted or top-dose-only effect, or another doubt; inactive = no such curve, though single readings can be large or run the other way;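 note: 0% = wells with enzyme and -100% = buffer wells without enzyme; nearly all actives have a fitted effect of over 50% in size; many of its hits are not listed in these tables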
Target sequence (B2RXH2 1-337 limits assumed): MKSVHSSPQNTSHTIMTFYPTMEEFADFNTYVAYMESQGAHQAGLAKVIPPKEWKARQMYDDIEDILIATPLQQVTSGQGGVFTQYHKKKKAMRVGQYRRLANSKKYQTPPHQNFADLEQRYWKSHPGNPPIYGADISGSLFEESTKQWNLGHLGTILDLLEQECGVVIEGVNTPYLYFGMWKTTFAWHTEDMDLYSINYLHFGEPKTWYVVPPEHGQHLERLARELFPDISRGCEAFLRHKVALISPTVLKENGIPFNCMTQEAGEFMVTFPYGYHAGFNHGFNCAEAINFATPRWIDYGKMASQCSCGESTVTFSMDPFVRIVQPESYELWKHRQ
GAA inh – qHTS Assay for Inhibitors of Human alpha-Glucosidase as a Potential Chaperone Treatment of Pompe Disease | Potency, µM (top dose mostly 76.9 µM), inactives show top-dose activity change, negative = inhibition, most hits filed as inhibitors | Lysosomal alpha-glucosidase (Homo sapiens), P10253 | 0.005% of 200,000 active | AID 1466, 2008 | purified human GAA, 4-MU-alpha-glucoside fluorescence;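 note: plate controls were uninhibited enzyme wells for no effect and no-enzyme background for full effect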
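Fluorogenic assay: 4 nM human alpha-glucosidase with 400 uM 4-methylumbelliferyl-alpha-D-pyranoside in 50 mM citrate/phosphate, 0.005% Tween-20, pH 5.0, 20 min at room temperature. Compounds tested up to 77 uM; AC50 from Hill fits.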
GLA spleen mod – qHTS Assay for Inhibitors and Activators of Human alpha-Galactosidase From Spleen Homogenate; human spleen homogenate, 4MU-alpha-Gal fluorescence, 40 min; Potency, µM (series often up to 80 µM), without a hit: at the highest dose activity change, negative = inhibition, hits mostly inhibitors; 0.008% of 240,000 active; AID 2107, 2009;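 note: 0% = enzyme with vehicle and -100% = no enzyme basal signal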
Target sequence (P06280 32-429 limits assumed): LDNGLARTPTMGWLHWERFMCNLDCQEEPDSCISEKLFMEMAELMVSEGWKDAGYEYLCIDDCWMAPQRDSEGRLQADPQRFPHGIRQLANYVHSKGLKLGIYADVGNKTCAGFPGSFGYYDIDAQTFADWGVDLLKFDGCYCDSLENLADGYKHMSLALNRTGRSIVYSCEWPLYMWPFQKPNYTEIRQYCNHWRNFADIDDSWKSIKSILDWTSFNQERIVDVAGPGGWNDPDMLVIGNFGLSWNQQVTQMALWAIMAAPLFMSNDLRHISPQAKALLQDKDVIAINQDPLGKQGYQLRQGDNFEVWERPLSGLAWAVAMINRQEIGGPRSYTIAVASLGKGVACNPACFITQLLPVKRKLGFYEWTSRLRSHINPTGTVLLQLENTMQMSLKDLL
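Spleen homogenate 1 ug + cpd (titration) + 4-MU-alpha-D-galactopyranoside 1 mM; 37C 40 min; 50 mM citrate/phosphate pH 5.0, 0.01% Tween-20; stop pH 10; fluorescence 365/440; AC50 via Hill.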
GAA glycogen – qHTS Assay for Inhibitors and Activators of Human alpha-Glucosidase Cleavage of Glycogen; recombinant GAA, glycogen substrate, Amplex Red glucose oxidase fluorescence; Potency, µM (highest dose often 76.4 µM), without a hit: at the highest dose activity change, negative = inhibition, actives largely listed as inhibitors; 0.38% of 300,000 active; AID 2100, 2009;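 note: 0% = full enzyme reaction and -100% = no-enzyme basal signal; the screen sought inhibitors and activators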
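Recombinant human alpha-glucosidase (4 nM final) hydrolysed bovine liver glycogen (30 ug) for 40 min at 37 C in pH 5.0 citrate/phosphate with 0.01% Tween-20. Released glucose detected by glucose oxidase/Amplex Red, Ex 573/Em 610 nm. Compounds up to 77 uM; AC50 from Hill fits.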
The depositor's hits bear a star; ? = inconclusive; nt = no result given; & = joins results of further samples; [ ] = dose if it differs, or a comment. Unless noted, calls come from the whole dose curve; as a rule, active = well fitted curve in the direction sought with a large enough effect; inconclusive = small, poorly fitted or top-dose-only effect, or another doubt; inactive = no such curve, though single readings can be large; an effect the other way counts as inactive or inconclusive. Potency is the fitted concentration of half-maximal effect. An excerpt; count on the stated rates, not on these rows.

SMILES | SMN2 splice enh | ALDH1A1 inh | GoLoco inh red | aGlu spleen mod | KDM4E inh | GAA inh | GLA spleen mod | GAA glycogen
CCn1c(SCC(=O)OC)nnc1-c1ccncc1 | -15% | ? | 2% | 0% | -6% | 8% | -2% | 0%
Cc1nn(-c2ccccc2)c2c1C(=O)NC(=O)C(C)(C)C2 | -12% | 2% | 5% | 1% | -4% | 8% | 17% | 6%
NC(=S)c1cc2ccc(O)cc2oc1=O | 4% | ? | 51%[activator] | ? | ? | ? | ? | -9%
O=[N+]([O-])c1cccc(C=Nc2cc3c(cc2Br)OCCO3)c1 | 17% | ? | 5% | -1% | ? | 2% | 6% | -8%
CCn1c(=O)cc(SCC(=O)Nc2cccnc2)c2ccccc21 | -3% | ? | 9% | 2% | -5% | ? | -1% | 1%
CCOC(=O)N1CCN(c2cc(N3CCN(CC)CC3)c(F)cc2[N+](=O)[O-])CC1C (stereo not given) | 1% | ? | 1% | -16% | 1% | -1% | -1% | 6%
OC1CCN(c2c3c(nc4cc(-c5cccc(F)c5)nn24)CCCC3)CC1 | 29% | ? | 13% | -6% | ? | -4% | 5% | -12%
COc1nc(N2CCCC2)nc(-n2nnc(C(C)=O)c2C)n1 | -35%[inhibitor] | 1% | 10% | 1% | 4% | 7% | 0% | -1%
Cc1cc(NC(=O)CSc2nnnn2-c2ccc(C)c(C)c2)no1 | nt | ? | 2% | 3% | 15% | -8% | 9% | -1%
O=C(Cc1ccccc1)NCCC1=CCCCC1 | 6% | -8% | 9% | 5% | 4% | -2% | 4% | 1%
COc1ccc(Nc2nc(-c3ccccc3)c3ccccc3n2)cc1 | -23% | 2% | 4% | -7% | -7% | -21% | -2% | 4%
Cc1ccc(-n2nc3cc(C)c(NC(=O)c4cccnc4)cc3n2)cc1 | -15% | 7% | -4% | -1% | ? | 5% | 4% | 6%
O=C(COc1ccc(/C=N/NC(=O)c2ccccc2O)cc1)Nc1ccc([N+](=O)[O-])cc1 | -6% | 8% | 23% | 3% | 1% | 4% | 6% | -5%
CC(=O)c1cc(C#N)c(SCC(=O)OC(C)(C)C)nc1C | -25% | 6.3µM* | -2% | 10% | 3% | -3% | ? | -3%
CC(C)(C)c1ccc(C(CC(=O)O)NC(=O)CSc2ccccc2)cc1 (stereo not given) | -11% | 3% | -8% | -4% | 10% | -5% | -4% | 2%
O=C(c1cccc(OC(F)F)c1)N1CCN(c2ncccn2)CC1 | -5% | 0% | -11% | 5% | ? | 8% | 6% | 6%
CCOC(=O)C(C)(C)N(Cc1ccccc1C)S(=O)(=O)c1ccc(Cl)c([N+](=O)[O-])c1 | -11% | -9% | -3% | 6% | 8% | -11% | 11% | -9%
COc1cc(O)c(CCO)c2c1C(=O)C[C@@H](C)O2 | nt | ? | -4% | -5% | ? | nt | -4% | 10%
C/C(=N\Nc1nc(N2CCCCC2)nc(N2CCOCC2)n1)c1cccs1 | -13% | ? | 1% | -2% | 9% | 2% | 8% | ?
Cc1csc(=Nc2ccc(S(=O)(=O)N3CCOCC3)cc2)n1Cc1ccco1 | -40%[inhibitor] | ? | 8% | -1% | -15% | ? | 4% | -7%
CN(C)CC#Cc1cncc(C(=O)NNC(=O)Nc2ccc(Cl)cc2)c1 | nt | 25µM* | 16% | -3% | -13% | -9% | -1% | -22%
COc1ccc(N2CCN(C(=O)Cn3cnc4c(cnn4-c4ccc(C)cc4)c3=O)CC2)cc1 | 10% | 3% | 148%[activator] | -1% | 1% | 5% | -4% | -4%
CCCCC[C@H](O)/C=C/[C@@H]1[C@H]2C/C(=C/CCCC(=O)O)O[C@H]2C[C@H]1O | 15%&1% | 21%&3% | 6%&5% | -5%&4% | 8% | nt | -6%&-7% | nt
COc1cc(C)nc(NS(=O)(=O)c2ccccc2)n1 | ? | 11% | -1% | -2% | -2% | -2% | 8% | 4%
COCCCNC(=O)C1CCCN(C(=O)Nc2ccc(OC)cc2)C1 (stereo not given) | 10% | 1% | 5% | 1% | -1% | -3% | 2% | -5%
CCc1cccc2c(C(=O)C(F)(F)F)cn(CC(=O)NCC3CCCO3)c12 (stereo not given) | -11% | 5% | 17% | -5% | 1% | ? | -1% | 17%
C=CCSc1nnc(Cc2c(C)[nH]c3ccccc23)o1 | 14% | 2% | 4% | -2% | -2% | -6% | -8% | -3%
CC(C)C(C(=O)Nc1cccnc1)N1C(=O)c2ccccc2C1=O (stereo not given) | ? | 5% | 8% | -10% | 3% | -2% | -7% | -11%
COC(=O)c1[nH]c2cc(OC)c(OC)cc2c1NC(=O)CN1CCN(Cc2ccccc2)CC1 | -4% | ? | 15% | -1% | ? | -2% | 0% | 5%
C=CCNC(=S)NNC(=O)c1ccc(OCC)cc1 | -13% | 3% | 4% | -2% | 3% | 2% | 4% | -29%
CC(C)(Nc1ccccc1)C(=O)c1ccccc1 | -12% | ? | 4% | -7% | 15% | 0% | -4% | 12%
CCN(CC)S(=O)(=O)c1csc(C(=O)NC2CCCCC2)c1 | -8% | -7% | -14% | -6% | 1% | -2% | -11% | 4%
CCOc1ccc(S(=O)(=O)n2ccnc2)c2ccccc12 | -6% | 11% | -7% | 5% | -19% | -3% | 3% | -17%
Cc1cccc(NC(=O)CN(C)S(=O)(=O)c2ccc(Cl)cc2)n1 | -8% | 15% | 7% | -3% | 0% | -12% | -7% | 6%
COc1ccc(CSc2nncn2N)cc1[N+](=O)[O-] | ? | ? | -2% | -5% | -2% | -3% | -3% | 10%
CCOC(=O)c1cnc(-n2nc(C)cc2C)nc1Nc1ccc(N(C)C)cc1 | -38%[inhibitor] | 20µM* | -9% | 6% | 2% | -7% | -1% | -17%
CN1c2ccsc2C(=O)/C(=C\Nc2cccc(C(F)(F)F)c2)S1(=O)=O | nt | nt | -1% | 1% | 20% | nt | 7% | 3%
Cc1ccnc2c(N3C(=O)C4C5c6ccccc6C(c6ccccc65)C4C3=O)cccc12 (stereo not given) | -25% | ? | 4% | 9% | 3% | -7% | 13% | -8%
CCOC(=O)c1ccc(NC(=O)NC2CCN(CC(=O)NCc3ccc4c(c3)OCO4)CC2)cc1 | -13% | -3% | 6% | -7% | 3% | 8% | -4% | -1%
CCCOc1ccc(C2C(C#N)=C(N)Oc3nc[nH]c(=O)c32)cc1OC (stereo not given) | -15% | 14% | -4% | 3% | 2% | 4% | 6% | 0%
NC(=O)C1CCN(c2ccnc3cc(Cl)ccc23)CC1 | -8% | 15% | -3% | 3% | 1% | -1% | -7% | 23%
O=C(NCc1ccco1)C1CCN(Cc2ccc(F)cc2)CC1 | 5% | -6% | 1% | -5% | -9% | -12% | 6% | -9%
CC1S/C(=N/N=C/c2cccc([N+](=O)[O-])c2)NC1=O (stereo not given) | nt | nt | 5% | -19% | ? | nt | 0% | 1%
COc1ccc(CCN=C(N)NS(=O)(=O)c2ccc(C)c(C)c2)cc1 | -7% | ? | 0% | 7% | 2% | 2% | 3% | 1%
C(=N\Nc1nc2ccccc2s1)/c1ccc2c(c1)OCO2 | 1µM* | 3% | -8% | 6% | 5% | -5% | -2% | -23%
CCNS(=O)(=O)c1ccc(NC(=O)c2cncc(Br)c2)cc1 | -19% | 13% | -1% | -3% | 10% | 7% | -13% | 11%
O=C(c1cc2ccccc2oc1=O)N(c1ccccc1)C1C=CS(=O)(=O)C1 (stereo not given) | -2% | 6% | -2% | -7% | -3% | 9% | 5% | -1%

10 entries from above, with values under each structure:
Fields: SMN2 splice enh, ALDH1A1 inh, GoLoco inh red, aGlu spleen mod, KDM4E inh, GAA inh, GLA spleen mod, GAA glycogen
COc1ccc(CSc2nncn2N)cc1[N+](=O)[O-]
  ?, ?, -2%, -5%, -2%, -3%, -3%, 10%
CCOC(=O)c1cnc(-n2nc(C)cc2C)nc1Nc1ccc(N(C)C)cc1
  -38%[inhibitor], 20µM*, -9%, 6%, 2%, -7%, -1%, -17%
CN1c2ccsc2C(=O)/C(=C\Nc2cccc(C(F)(F)F)c2)S1(=O)=O
  nt, nt, -1%, 1%, 20%, nt, 7%, 3%
Cc1ccnc2c(N3C(=O)C4C5c6ccccc6C(c6ccccc65)C4C3=O)cccc12 (stereo not given)
  -25%, ?, 4%, 9%, 3%, -7%, 13%, -8%
CCOC(=O)c1ccc(NC(=O)NC2CCN(CC(=O)NCc3ccc4c(c3)OCO4)CC2)cc1
  -13%, -3%, 6%, -7%, 3%, 8%, -4%, -1%
CCCOc1ccc(C2C(C#N)=C(N)Oc3nc[nH]c(=O)c32)cc1OC (stereo not given)
  -15%, 14%, -4%, 3%, 2%, 4%, 6%, 0%
NC(=O)C1CCN(c2ccnc3cc(Cl)ccc23)CC1
  -8%, 15%, -3%, 3%, 1%, -1%, -7%, 23%
O=C(NCc1ccco1)C1CCN(Cc2ccc(F)cc2)CC1
  5%, -6%, 1%, -5%, -9%, -12%, 6%, -9%
CC1S/C(=N/N=C/c2cccc([N+](=O)[O-])c2)NC1=O (stereo not given)
  nt, nt, 5%, -19%, ?, nt, 0%, 1%
COc1ccc(CCN=C(N)NS(=O)(=O)c2ccc(C)c(C)c2)cc1
  -7%, ?, 0%, 7%, 2%, 2%, 3%, 1%
